LYP inhibition = PTPN22 lymphoid phosphatase activity blockers – biochemical, fluorescence intensity, uHTS (AID 1779); actives 0.054% (n = 290,000); one-dose inhibition, % at 11.5 µM; IC50 in µM for titrated hits; recombinant LYP phosphatase, fluorescence intensity; higher % means a stronger effect; in the data active means inhibition above about 50%;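 further: plate controls were vehicle with enzyme for no effect and no enzyme for full effect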
Siah-1 displacement = Siah-1 peptide-binding antagonists, primary screen, biochemical, fluorescence polarization, rhodamine-plectin, uHTS (AID 1817); Siah-1 / rhodamine-plectin peptide fluorescence polarization; higher % means a stronger effect; actives 0.02% (n = 290,000); displacement, % at 20 µM, or IC50 in µM where a hit was titrated;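 active means displacement of at least 50% at 20 µM, with a fluorescence ratio check between 0.3 and a set limit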;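 further: plate controls were Siah plus tracer with DMSO for no effect and tracer alone without Siah for full effect; strong numbers were not always called active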
AID2073 = disruptors of CaV2.2 binding to Mint1 – biochemical, HTRF (AID 2073); HTRF protein-protein interaction, Mint1-CaV2.2; higher % means a stronger effect; one-dose inhibition, % at 20 µM; IC50 in µM for titrated hits; actives 0.19% (n = 290,000); in the data active means inhibition mostly above about 51%, no sharp cut-off; inconclusive means no clear call, values can overlap the other calls; inactive means mostly below about 53%; further: some results filed as inactive read as strong as hits
Starred values were filed as active, the others as inactive. The list is partial. The share of hits here may be higher or lower than overall.

How did O=C(NC1CC1)c1ccc(Cl)c(S(=O)(=O)N2CCOCC2)c1 do in these assays?
LYP inhibition: -4%; Siah-1 displacement: 0%; AID2073: -5%

How did O=C(COc1cc(O)c2c(=O)cc(-c3ccccc3)oc2c1)c1cccc([N+](=O)[O-])c1 do in these assays?
LYP inhibition: -9%; Siah-1 displacement: 7%; AID2073: 14%

What do the screens show for `CCOc1ccc(C(=O)Nc2cccc3ncccc23)cc1Cl`?
LYP inhibition: -12%; Siah-1 displacement: -6%; AID2073: 9%

What do the screens show for `O=C(NNC(=O)c1ccccc1OCc1ccccc1Cl)c1csc(N2CCOCC2)n1`?
LYP inhibition: -4%; Siah-1 displacement: -11%; AID2073: 4%

How did COc1ccc(/C=C2\SC(=O)N(CCC(=O)N3CCCCC3CCO)C2=O)cc1 (configuration not stated) do in these assays?
LYP inhibition: -11%; Siah-1 displacement: 10%; AID2073: -4%

How did CC1(C(=O)N2CCN(c3ccc([N+](=O)[O-])cc3)CC2)CC1(Cl)Cl (configuration not stated) do in these assays?
LYP inhibition: -9%; Siah-1 displacement: 8%; AID2073: -4%

Results for Cc1ccc2c(CN3CCCCC3C)cc(=O)oc2c1C (configuration not stated) ?
LYP inhibition: -6%; Siah-1 displacement: 1%; AID2073: 14%

How did Cc1c(C(=O)N2CC[C@@H](N3CCC(O)CC3)[C@H](O)C2)[nH]c2ccc(Cl)cc12 do in these assays?
LYP inhibition: -11%; Siah-1 displacement: 6%; AID2073: 2%

What do the screens show for `CC1(C)Cc2c(cnn2-c2ccc(F)cc2)C(NC(=O)c2cnccn2)C1` (configuration not stated)?
LYP inhibition: -5%; Siah-1 displacement: 2%; AID2073: -6%

Results for COc1ccc(N2CCCC2)c(NC(=O)COc2ccccc2)c1 ?
LYP inhibition: 1%; Siah-1 displacement: 2%; AID2073: -8%

Results for O=C(/C=C/c1cccc([N+](=O)[O-])c1)c1ccco1 ?
LYP inhibition: 4%; Siah-1 displacement: 0%; AID2073: -4%

What do the screens show for `CC(C)(C)n1nc2c(c1NC(=O)c1ccc(Cl)c([N+](=O)[O-])c1)CS(=O)(=O)C2`?
LYP inhibition: -14%; Siah-1 displacement: -2%; AID2073: 4%

What do the screens show for `Cc1ccc(CN2CC(C(=O)Nc3ncccc3C)CC2=O)cc1` (configuration not stated)?
LYP inhibition: -9%; Siah-1 displacement: -6%; AID2073: -6%

Results for CCCN1C(=O)c2ccccc2NC1c1ccc(Cl)cc1 (configuration not stated) ?
LYP inhibition: -14%; Siah-1 displacement: 6%; AID2073: 14%

Results for Cc1ccc(S(=O)(=O)N(C)C)cc1NC(=O)COC(=O)CCCOc1ccccc1 ?
LYP inhibition: -5%; Siah-1 displacement: -2%; AID2073: 22%

What do the screens show for `COCCN(C(=O)COC(=O)c1c(-c2ccccc2)noc1C)c1c(N)n(Cc2ccccc2)c(=O)[nH]c1=O`?
LYP inhibition: -10%; Siah-1 displacement: 4%; AID2073: 9%

What do the screens show for `COc1ccc(NC(=O)c2nn(C)c(C(=O)Nc3ccc(OC)cc3)c2[N+](=O)[O-])cc1`?
LYP inhibition: -11%; Siah-1 displacement: 7%; AID2073: 20%

How did CC1CN(C(=S)Nc2ccc(F)cc2F)CC(C)O1 (configuration not stated) do in these assays?
LYP inhibition: 2%; Siah-1 displacement: -1%; AID2073: -16%

Results for Cc1ccc(NC(=O)C2CCN(S(C)(=O)=O)CC2)cc1Cl ?
LYP inhibition: -8%; Siah-1 displacement: 0%; AID2073: 7%

Results for COc1ccc(C2(c3ccc(OC)cc3)NC(=O)NC2=O)cc1 ?
LYP inhibition: -11%; Siah-1 displacement: 5%; AID2073: 7%

Reprinted from the part before: 3 entries; new compounds follow.
How did CC1CN(C(=S)Nc2ccc(F)cc2F)CC(C)O1 (configuration not stated) do in these assays?
LYP inhibition: 2%; Siah-1 displacement: -1%; AID2073: -16%

Results for Cc1ccc(NC(=O)C2CCN(S(C)(=O)=O)CC2)cc1Cl ?
LYP inhibition: -8%; Siah-1 displacement: 0%; AID2073: 7%

Results for COc1ccc(C2(c3ccc(OC)cc3)NC(=O)NC2=O)cc1 ?
LYP inhibition: -11%; Siah-1 displacement: 5%; AID2073: 7%

How did O=C(CCC(=O)n1ncc2ccccc21)N1CCCCC1 do in these assays?
LYP inhibition: -8%; Siah-1 displacement: -2%; AID2073: 10%

What do the screens show for `Cc1ccccc1NS(=O)(=O)c1cc2c3c(c1)CC(=O)N3CCC2`?
LYP inhibition: -7%; Siah-1 displacement: 0%; AID2073: 2%

How did CCc1ccc(S(=O)(=O)Nc2c(NC3CCCCC3)c3ccccc3oc2=O)cc1 do in these assays?
LYP inhibition: -5%; Siah-1 displacement: 0%; AID2073: 8%

What do the screens show for `O=C(NCCN1CCN(c2cccc(Cl)c2)CC1)Nc1ccccc1`?
LYP inhibition: -2%; Siah-1 displacement: -5%; AID2073: 15%

Results for Cc1cc(C)c(C(=O)NC2CC(C)(C)Cc3c2cnn3-c2ccccc2)o1 (configuration not stated) ?
LYP inhibition: 4%; Siah-1 displacement: 1%; AID2073: -1%

How did COc1ccc(OC)c(S(=O)(=O)N/N=C\c2ccc3c(c2)OCO3)c1 do in these assays?
LYP inhibition: -4%; Siah-1 displacement: -3%; AID2073: 8%

How did Cc1ccc2oc(=O)n(Cc3ccc(OC(C)C)cc3)c2c1 do in these assays?
LYP inhibition: -10%; Siah-1 displacement: 13%; AID2073: -3%

What do the screens show for `Cc1cccc(C(=O)Nc2ccc3c(c2)ncn3C)c1`?
LYP inhibition: -3%; Siah-1 displacement: -2%; AID2073: 2%

How did O=C(NCCc1ccc(C(F)(F)F)cc1)C1CCC(=O)N(CCCN2CCCC2=O)C1 (configuration not stated) do in these assays?
LYP inhibition: -14%; Siah-1 displacement: -2%; AID2073: inconclusive

Results for COc1ccc(C2=NC(C)(C)Cc3cc(OC)c(OC)cc32)cc1OC ?
LYP inhibition: -6%; Siah-1 displacement: 1%; AID2073: 15%

How did O=C(c1ccc2c(=O)n(Cc3ccc4c(c3)OCO4)c(=O)[nH]c2c1)N1CCN(c2ccccc2)CC1 do in these assays?
LYP inhibition: -2%; Siah-1 displacement: 4%; AID2073: 19%

What do the screens show for `COc1ccc(CCNC(=O)C(=O)NCC2OCCN2S(=O)(=O)c2ccc(Cl)cc2)cc1OC` (configuration not stated)?
LYP inhibition: -8%; Siah-1 displacement: 0%; AID2073: 16%

How did Cc1cccc(OCC(=O)NCCCNC(=O)c2ccc(C)nc2)c1 do in these assays?
LYP inhibition: -10%; Siah-1 displacement: 0%; AID2073: 5%

Results for Nc1nc(NCC(=O)O)nc(NC2CCCCC2)c1[N+](=O)[O-] ?
LYP inhibition: -5%; Siah-1 displacement: -2%; AID2073: -5%

How did CCN(CC)CCCNc1ncnc2scc(-c3ccc(F)cc3)c12 do in these assays?
LYP inhibition: -10%; Siah-1 displacement: -3%; AID2073: 9%

How did Cc1[nH]nc2c1[C@@H](c1ccccc1[N+](=O)[O-])C(C#N)=C(N)O2 do in these assays?
LYP inhibition: -6%; Siah-1 displacement: -1%; AID2073: -2%

What do the screens show for `COc1ccccc1N1C(=O)CC(N2CCN(c3ccc(Cl)cc3)CC2)C1=O` (configuration not stated)?
LYP inhibition: -12%; Siah-1 displacement: 0%; AID2073: 4%

Results for Fc1cccc(Cl)c1CSc1nnc(-c2ccncc2)o1 ?
LYP inhibition: -7%; Siah-1 displacement: 5%; AID2073: 1%

How did Nc1nc(-c2ccc(NC(=O)c3ccco3)cc2)cs1 do in these assays?
LYP inhibition: 0%; Siah-1 displacement: -1%; AID2073: 10%

What do the screens show for `CC/C(=N\NC(=O)c1ccc(N2CCCC2=O)cc1)c1ccccc1`?
LYP inhibition: -4%; Siah-1 displacement: 6%; AID2073: 10%

Gathered by group, those above containing an NH in an aromatic ring
How did Cc1c(C(=O)N2CC[C@@H](N3CCC(O)CC3)[C@H](O)C2)[nH]c2ccc(Cl)cc12 do in these assays?
LYP inhibition: -11%; Siah-1 displacement: 6%; AID2073: 2%

What do the screens show for `COCCN(C(=O)COC(=O)c1c(-c2ccccc2)noc1C)c1c(N)n(Cc2ccccc2)c(=O)[nH]c1=O`?
LYP inhibition: -10%; Siah-1 displacement: 4%; AID2073: 9%

How did O=C(c1ccc2c(=O)n(Cc3ccc4c(c3)OCO4)c(=O)[nH]c2c1)N1CCN(c2ccccc2)CC1 do in these assays?
LYP inhibition: -2%; Siah-1 displacement: 4%; AID2073: 19%

How did Cc1[nH]nc2c1[C@@H](c1ccccc1[N+](=O)[O-])C(C#N)=C(N)O2 do in these assays?
LYP inhibition: -6%; Siah-1 displacement: -1%; AID2073: -2%

(listing goes on)
How did O=C(COc1nsnc1N1CCOCC1)Nc1ccc([N+](=O)[O-])cc1 do in these assays?
LYP inhibition: -2%; Siah-1 displacement: -2%; AID2073: -3%

What do the screens show for `CCOc1ccc(/C=C(\C#N)C(=O)Nc2ccccn2)cc1`?
LYP inhibition: -10%; Siah-1 displacement: 3%; AID2073: 6%

Results for CCC(Oc1cccc(Cl)c1)C(=O)N1CCCN(C)CC1 (configuration not stated) ?
LYP inhibition: -8%; Siah-1 displacement: 2%; AID2073: 5%

What do the screens show for `COc1ccc(Cl)cc1NC(=O)NCc1ccc2c(c1)OCO2`?
LYP inhibition: -5%; Siah-1 displacement: 1%; AID2073: 2%

Results for Cc1ccc(-c2nnn(CC(=O)N(c3ccc(F)cc3)C(C(=O)NC3CCCC3)c3ccncc3)n2)o1 (configuration not stated) ?
LYP inhibition: -5%; Siah-1 displacement: 2%; AID2073: 15%

What do the screens show for `CC(=O)Nc1c(-c2ccc(Cl)cc2)c(=O)c2ccccc2n1C`?
LYP inhibition: -3%; Siah-1 displacement: -3%; AID2073: -1%

Results for O=C(Nc1ccccc1[N+](=O)[O-])C1COc2ccccc2O1 (configuration not stated) ?
LYP inhibition: -5%; Siah-1 displacement: 4%; AID2073: -1%

What do the screens show for `CC1CCC(NC(=O)CNC(=O)Cc2cccc3ccccc23)CC1` (configuration not stated)?
LYP inhibition: -10%; Siah-1 displacement: -1%; AID2073: 5%

Results for Cc1ccc(C)c(OCCn2ccnc2)c1 ?
LYP inhibition: -10%; Siah-1 displacement: 9%; AID2073: 18%

What do the screens show for `COc1ccc(S(=O)(=O)NCC2CCCN(Cc3ccc(O)cc3)C2)cc1` (configuration not stated)?
LYP inhibition: -5%; Siah-1 displacement: -2%; AID2073: 6%

What do the screens show for `O=C(NCc1ccccc1)C1CCCN(S(=O)(=O)c2cccc3nsnc23)C1` (configuration not stated)?
LYP inhibition: -11%; Siah-1 displacement: 0%; AID2073: -1%

How did O=C(CCOc1ccccc1)Nc1ccc(Br)cc1 do in these assays?
LYP inhibition: -7%; Siah-1 displacement: -6%; AID2073: 12%

What do the screens show for `CCCCC[C@H]1CN(Cc2ccccc2)C(=O)[C@@H]1CC(=O)NCc1ccccc1`?
LYP inhibition: 3%; Siah-1 displacement: 1%; AID2073: 2%

How did COC(=O)COc1ccc(S(=O)(=O)NCc2ccc3c(c2)OCO3)cc1 do in these assays?
LYP inhibition: -9%; Siah-1 displacement: -8%; AID2073: 6%

What do the screens show for `Cc1cc(NC(=O)C(C)Oc2ccc(Cl)cc2Cl)no1` (configuration not stated)?
LYP inhibition: -13%; Siah-1 displacement: 5%; AID2073: 6%

What do the screens show for `COc1ccc(OCc2cc(C(=O)N(Cc3nccn3C)C(C)C)no2)c2ccccc12`?
LYP inhibition: -7%; Siah-1 displacement: 5%; AID2073: 2%

How did COc1ccc(N(CC(=O)NCc2ccco2)C(=O)CCC(=O)Nc2ccccn2)cc1 do in these assays?
LYP inhibition: -14%; Siah-1 displacement: 2%; AID2073: -5%

What do the screens show for `COc1cccc(-n2c(=O)c3sccc3n(CC(=O)NC3CCCC3)c2=O)c1`?
LYP inhibition: -7%; Siah-1 displacement: -2%; AID2073: 11%

Results for COc1ccc(CNC(=O)COc2ccc(S(=O)(=O)N3CCOCC3)cc2C)cc1 ?
LYP inhibition: -8%; Siah-1 displacement: 3%; AID2073: 12%

How did CC(Sc1ccc(Cl)cc1)C(=O)NNC(=O)c1csc(N2CCOCC2)n1 (configuration not stated) do in these assays?
LYP inhibition: -5%; Siah-1 displacement: 2%; AID2073: 8%

Results for CC(C)C(=O)Nc1ccc(C(=O)Nc2ccc(S(=O)(=O)N3CCOCC3)cc2)cc1 ?
LYP inhibition: -8%; Siah-1 displacement: 8%; AID2073: 3%

How did COC(=O)c1cccc2c1-c1ccccc1/C2=N\NC(N)=O do in these assays?
LYP inhibition: -1%; Siah-1 displacement: -4%; AID2073: 1%

How did Cc1cc(C)nc(Nc2nc(-c3ccccc3)cs2)n1 do in these assays?
LYP inhibition: -4%; Siah-1 displacement: 3%; AID2073: 10%

Results for COc1ccc(C(=O)CC(=O)C(=O)Nc2ccc(C)c(Cl)c2)cc1 ?
LYP inhibition: -2%; Siah-1 displacement: 0%; AID2073: 18%

How did COCCCC1CCN(C(=O)C2CCC(=O)N(CC3CCCCC3)C2)CC1 (configuration not stated) do in these assays?
LYP inhibition: -5%; Siah-1 displacement: 9%; AID2073: 4%

Results for CN(CC(=O)NCCc1ccc(S(N)(=O)=O)cc1)S(=O)(=O)/C=C/c1ccccc1 ?
LYP inhibition: -3%; Siah-1 displacement: 5%; AID2073: 3%

How did CC(=O)Nc1ccc(S(=O)(=O)Nc2ccccc2C(=O)N2CCOCC2)cc1 do in these assays?
LYP inhibition: -7%; Siah-1 displacement: 7%; AID2073: 11%
